Bioassay records deposited in PubChem BioAssay by several laboratories.
PERK inhibitor: human PERK inhibition, primary cell-based screen. Q9NZJ5. CHO PERK-DD fusion, SEAP luminescence translation reporter. inhibition, % at 5.6 µM. 0.17% of 220,000 active;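 active means inhibition above the mean inhibition of all tested compounds plus 3 SD, set separately per screening campaign, cut at about 2.9% in these data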;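 further: PERK kinase domain activated by AP20187 dimerizer at 100 nM; 0% = DMSO with dimerizer and 100% = rapamycin at 8.4 µM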
MDM2 E3 inh: inhibitors of human Mdm2 E3 ubiquitin ligase; Q00987; signal enhancement, % at 5 µM; 0.11% of 210,000 active; cell-based MDM2 ubiquitination luciferase reporter, 2 h; 0 = plate control, 100 = twice control, blank-subtracted;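 active means signal enhancement of 30% or more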;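 further: luminescence tracks abundance of the self-degrading MDM2-luciferase fusion protein; higher signal means inhibition of MDM2 E3 ligase activity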
Target sequence (Q00987 whole entry, looked up, the tested form may be a part): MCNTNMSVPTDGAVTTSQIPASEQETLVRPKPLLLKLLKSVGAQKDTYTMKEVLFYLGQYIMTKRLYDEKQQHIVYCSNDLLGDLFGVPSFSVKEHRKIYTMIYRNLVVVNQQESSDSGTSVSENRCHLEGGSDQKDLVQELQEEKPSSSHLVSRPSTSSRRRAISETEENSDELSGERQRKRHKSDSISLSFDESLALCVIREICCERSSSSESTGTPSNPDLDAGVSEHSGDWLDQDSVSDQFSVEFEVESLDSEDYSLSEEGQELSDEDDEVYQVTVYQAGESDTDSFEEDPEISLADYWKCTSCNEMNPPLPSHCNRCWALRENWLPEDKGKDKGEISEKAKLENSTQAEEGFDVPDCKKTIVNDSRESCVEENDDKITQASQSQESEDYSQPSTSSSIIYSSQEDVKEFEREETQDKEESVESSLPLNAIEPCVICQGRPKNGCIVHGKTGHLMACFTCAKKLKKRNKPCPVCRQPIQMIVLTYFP
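Test system: stable mammalian line carrying autodegrading MDM2–luciferase fusion reporter; quantity: 2000 cells in each well; times: 4 h cell settling then 2 h compound exposure, 37 °C; detection: luminescence with SteadyLite reagent, 15 min at room temperature; evaluation: percent signal gain over controls, blank-subtracted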
S1P4 antag: antagonists of human S1P4 receptor; S1P4-expressing cells, antagonist mode, reporter read-out; inhibition, % at 4.98 µM; 0.26% of 220,000 active; in the data active means inhibition above about 29%;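 further: 0% = wells stimulated with agonist and 100% = vehicle wells without agonist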
Target sequence (O95977 whole entry, looked up): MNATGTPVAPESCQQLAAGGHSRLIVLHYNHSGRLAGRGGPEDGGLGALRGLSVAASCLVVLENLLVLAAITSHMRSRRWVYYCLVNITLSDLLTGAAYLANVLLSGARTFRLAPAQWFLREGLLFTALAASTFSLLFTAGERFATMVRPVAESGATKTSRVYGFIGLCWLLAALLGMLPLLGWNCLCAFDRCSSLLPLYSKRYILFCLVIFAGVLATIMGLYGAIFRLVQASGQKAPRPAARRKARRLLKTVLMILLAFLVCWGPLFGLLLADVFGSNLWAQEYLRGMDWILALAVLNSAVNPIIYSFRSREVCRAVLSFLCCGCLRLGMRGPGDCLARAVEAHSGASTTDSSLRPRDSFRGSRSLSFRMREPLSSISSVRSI
S1P4 ag: activates the human S1P4 receptor; S1P4-expressing cell line, agonist reporter assay; activation, % at 4.98 µM; 0.35% of 220,000 active; in the data active means activation above about 11%;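 further: 0% = DMSO vehicle and 100% = reference agonist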
Wee1 stabilizer: human Wee1 degradation inhibition, primary screen. P30291. HeLa Luc-Wee1K328M stability, luciferase luminescence; 100% = proteasome inhibitor MG132 effect. reporter increase, % at 5 µM. 1.2% of 220,000 active. AID 1321;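 active means activation above the mean of all tested compounds plus 3 SD, set per screening run, cut at about 8.8% in these data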;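 further: cells exposed to compound for 20 h before luminescence read; 0% = DMSO alone and 100% = MG132 at 30 µM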
NPY2 pot ag: human NPY-Y2 potentiation or agonism, primary screen; P49146; cells expressing NPY-Y2, potentiator/agonist read-out; activation, % at 3.6 µM; 0.45% of 220,000 active; in the data active means activation above about 27%;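 further: cells stimulated with NPY near EC25 plus isoproterenol at EC100; 0% = vehicle plus submaximal agonist and 100% = vehicle plus saturating agonist; some results beyond the cut were filed as inactive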
eIF4E 4G PPI: inhibitors of eIF4E and eIF4G interaction in translation initiation; P63073+Q04637; inhibition, % at 21.7 µM; TR-FRET eIF4E-eIF4GI(517-606) binding, 2 h; 0.37% of 220,000 active; AID 782;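 active means inhibition above about 30%, limit read from the data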;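 further: 0% = full FRET control wells and 100% = background wells lacking eIF4GI fragment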
BaF3 tox: counter-screen for JAK2V617F inhibitors: parental Ba/F3 viability inhibitors | CellTiter-Glo ATP luminescence | 1.1% of 220,000 active | inhibition, % at 5.6 µM;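 active means inhibition above a per-campaign cutoff, the mean inhibition of all tested compounds plus 3 SD, cut at about 27% in these data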;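 further: 0% = DMSO wells and 100% = JAK Inhibitor I control wells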
Ba/F3 V617F tox: reduce viability of Ba/F3 cells dependent on JAK2V617F | Ba/F3 EpoR-JAK2V617F viability, ATP luminescence | inhibition, % at 5.6 µM | 1.1% of 220,000 active | AID 1446;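 active means inhibition above the campaign mean plus 3 SD over all tested compounds, cut at about 24% in these data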;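 further: cytokine-independent growth of Ba/F3 cells driven by EpoR plus mutant JAK2; 0% = DMSO-treated cells and 100% = JAK inhibitor I control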
Active calls of the source: *; nt = not tested or not shown; [ ] = remark or other dose.

SMILES	PERK inhibitor	MDM2 E3 inh	S1P4 antag	S1P4 ag	Wee1 stabilizer	NPY2 pot ag	eIF4E 4G PPI	BaF3 tox	Ba/F3 V617F tox
Cc1ccc(NC(=O)c2cc(N3C(=O)C=CC3=O)ccc2N2CCOCC2)cc1Cl	-0.2	-6	-4	-0.6	-2	12	5	3	-1
Cc1ccc(-c2nnc(SCC(=O)NC3CC3)n2N)cc1	1.5	nt	-1	0.1	2	8	-6	-12	-1
Cc1cc(C)n(C(=O)c2ccc(C)o2)n1	-0.4	1	-2	0.9	-3	2	-1[fluorescence artefact?]	2	-2
COc1ccc(NC(=S)Nc2ccc(C)c(Cl)c2)cc1OC	1.4	-5	-21	2.4	3	-9	1	0	-1
O=C1CC(c2cccc([N+](=O)[O-])c2)c2c(ccc3ccccc23)N1 (stereo not drawn)	-0.6	-1	-2	-1.4	-1	-10	4	8	8
O=c1c(-c2ccnn2-c2ccc(F)cc2)cnc2n1CCS2	0.6	-12	3	2.0	-2	0	5	2	0
O=C(NC1CCN(Cc2ccccc2)CC1)c1cc(-c2ccccn2)nc2ccccc12	-0.9	-23	7	0.6	-1	-4	-8	7	1
CCCC(=O)NCCc1nc2ccccc2n1CC(=O)c1ccccc1	-1.2	8	-16	0.7	2	11	0[fluorescence artefact?]	5	2
CCN(CC)S(=O)(=O)c1ccc(OC)c(NC(=O)c2cccc(C)c2[N+](=O)[O-])c1	-0.3	-1	-5	0.8	2	0	5	8	2
Cc1ccc(C)c(/C(O)=C2/C(=O)C(=O)N(CCN3CCOCC3)C2c2ccc(C)o2)c1 (stereo not drawn)	1.0	-13	17	-0.6	1	-13	-2	1	1
CC(C)c1ccc(S(=O)(=O)N2CCN(CCC(=O)Nc3ccc(N(C)C)cc3)CC2)cc1	-0.9	4	-14	1.7	0	8	8	3	-1
CCOC(=O)c1c(C)[nH]c(C=Nc2ccc(OC)cc2)c1O	1.4	2	-16	0.3	0	-1	4	2	-2
Cc1ccc(C(=O)c2ccccc2C(=O)OCC(=O)NCC2CCCO2)cc1 (stereo not drawn)	-1.2	-6	1	1.1	-1	-2	4	4	-4
CCCN(C#N)c1nc(NCC)nc(NC(C)C)n1	0.2	-27	0	0.8	2	-12	2	5	2
O=C(CSc1ccc2nnc(-c3ccc(Cl)cc3)n2n1)N1CCc2ccccc21	0.0	-11	-10	3.4	-3	-4	-1	1	0
COc1ccc(NC(=O)Cc2ccc(Cl)cc2Cl)cn1	0.0	-6	-1	-0.5	0	1	1	1	1
CCOC(=O)COc1ccc(S(=O)(=O)NCCC2=CCCCC2)cc1	0.2	-18	-1	0.0	-2	17	-2	2	-2
COc1cccc(-c2ccc(C#N)c(OC(=O)c3c(Cl)cccc3Cl)n2)c1	-0.2	8	-13	-1.3	-3	-38	-9	-1	2
CCN1C(c2ccccc2)C(C)C(=O)C(C)C1c1ccccc1 (stereo not drawn)	0.1	-24	-2	-2.1	6	2	16	2	0
Cc1ccc(NC(CNS(=O)(=O)c2ccc(Cl)cc2)c2ccccc2)cc1 (stereo not drawn)	0.3	-5	-10	-0.3	2	22	2	7	0
CCCn1c(-c2ccc(OC)cc2)nc2ccccc21	-1.0	-3	-4	0.8	2	-10	1	52*	40*
C=CCC(C)(NCc1ccccc1)c1ccco1 (stereo not drawn)	0.8	-13	-7	0.7	-3	-7	8	3	-1
Cc1ccc2c(c1)/C(=C/c1ccco1)C(=O)N2	0.3	-12	-1	0.8	-1	-6	-1	4	1
COc1ccc(-n2nnc3c(SCC(=O)NCc4ccco4)ncnc32)cc1	0.2	-15	-5	-0.1	6	-6	4[fluorescence artefact?]	-1	0
O=C1NC(c2ccc3c(c2)OCO3)Oc2ccccc21 (stereo not drawn)	0.1	1	4	-4.9	-1	17	37*[fluorescence artefact?]	-1	0

Carrying on:
SMILES	PERK inhibitor	MDM2 E3 inh	S1P4 antag	S1P4 ag	Wee1 stabilizer	NPY2 pot ag	eIF4E 4G PPI	BaF3 tox	Ba/F3 V617F tox
Cc1cccc(OCCCC(=O)NC(C)C)c1	-0.1	-2	2	0.1	-3	-1	12	1	4
Cc1cccc(N2CCN(C(=O)CN3C(=O)NC(C)(C)C3=O)CC2)c1C	-0.4	-6	12	-0.1	0	20	-1	-1	-1
O=C(/C=C/c1ccc2c(c1)OCO2)Nc1nc(-c2ccccc2)cs1	0.4	-5	-28	3.7	8	-7	-1	1	-2
CCN(CC)C(NC(=O)c1ccccc1)C(=O)c1ccccc1 (stereo not drawn)	0.2	-2	-32	3.7	-3	0	13	2	-1
CCOC(=O)C1=C(C)NC2=C(C(=O)c3ccccc32)C1c1ccc(O)cc1 (stereo not drawn)	-0.6	-9	-2	-0.9	-2	20	-1	8	1
CCCS(=O)(=O)n1nc(-c2ccc(C)cc2)cc1N	1.6	-11	0	0.9	0	0	-2	3	-2
CCOC(=O)C(=O)c1cn(C2OCC(OC(C)=O)C(OC(C)=O)C2OC(C)=O)c2ccccc12 (stereo not drawn)	0.8	17	-15	0.6	-3	2	7[fluorescence artefact?]	1	-2
COc1ccc(CC(=O)Nc2c3c(nn2-c2cccc(C)c2C)CS(=O)C3)cc1 (stereo not drawn)	-0.5	3	-3	-1.2	0	3	-1	0	-3
COC(=O)c1c(C)[nH]c(O)c1C=Nc1ccc(C#N)cc1	1.7	-5	-6	0.8	-2	5	-1	4	0
COc1ccc(NC(=O)CSc2nnc(Cn3nnc4ccccc43)n2C)cc1	1.1	-20	4	1.5	-2	9	-4	1	-2
COc1cc(/C=N/N=C2/NC(=O)C(Cc3ccc(F)cc3)S2)ccc1O (stereo not drawn)	-0.9	-4	-7	2.2	-4	-16	4	2	-2
O=C(c1cc2nc(-c3ccco3)cc(C(F)(F)F)n2n1)N1CCc2ccccc2C1	0.5	20	-12	1.8	2	6	0	5	0
Cc1ccc(OCc2nc(-c3ccccc3)no2)c(C)c1	1.6	-9	1	1.6	-1	-12	9	2	-3
OC(COc1ccc(Br)cc1)CN1CCOCC1 (stereo not drawn)	0.4	-4	-3	2.8	-1	-5	2	3	0
CCOC(=O)c1oc2ccc(OC)cc2c1NC(=O)CN1CCN(C)CC1	-1.3	-14	14	-0.7	2	-5	9	4	-2
COc1cccc(C2NC(=O)c3ccccc3O2)c1OCc1ccccc1F (stereo not drawn)	0.6	-4	0	1.2	-3	5	3	5	1
COc1ccc(N(CC(=O)NCc2ccccc2OC)S(=O)(=O)c2c(C)nn(C)c2C)cc1	-0.5	-2	-9	2.0	0	6	2[fluorescence artefact?]	7	-1
COc1cccc(C(=O)O/N=C2\CCS(=O)(=O)c3sccc32)c1	1.9	-6	-1	0.4	2	-11	2	3	0
CCCC(C)C(=O)OCC(=O)NCc1ccc(OC)c(OC)c1 (stereo not drawn)	0.2	-6	-3	1.2	14*	-2	-1	4	4
Cc1ccc(OC(=O)c2cccc([N+](=O)[O-])c2)c(-n2nc3ccccc3n2)c1	1.0	-10	-16	0.7	-1	4	25	-2	-4
CCCCNC(=O)C1CCCN(S(=O)(=O)CC)C1 (stereo not drawn)	0.6	10	5	1.7	0	2	-3	7	1
O=c1c2ccccc2[nH]c(=S)n1CCN1CCC(=C(c2ccc(F)cc2)c2ccc(F)cc2)CC1	0.8	nt	-17	0.9	2	8	-2	1	-3
CCN(CC)c1ccc(S(=O)(=O)N2CCOCC2)cc1NC(=O)CNCc1ccccc1	-0.4	-7	11	-1.8	7	-30	8	-2	5
O=c1[nH]nc(SCCS(=O)(=O)c2ccc(F)cc2)n1-c1ccccc1	0.4	8	-1	1.5	2	3	-6	-4	3
Cc1ccc(-c2noc(CSc3nnc(-c4cccs4)n3C)n2)cc1	0.2	nt	-2	2.1	0	-35	14	4	-3

(cont.)
SMILES	PERK inhibitor	MDM2 E3 inh	S1P4 antag	S1P4 ag	Wee1 stabilizer	NPY2 pot ag	eIF4E 4G PPI	BaF3 tox	Ba/F3 V617F tox
C/C(=N/NC(=O)CNC(=O)c1ccccn1)c1ccc([N+](=O)[O-])cc1	0.1	-10	3	-0.6	1	11	0	4	0
CC(C)c1nc2ccc(Br)cn2c1NC1CCCC1	0.1	-5	-6	2.1	-1	3	-3	8	2
CSc1nc2c(c(=O)[nH]1)C(c1ccncc1)C(C(=O)OC(C)C)=C(C)N2 (stereo not drawn)	0.1	2	1	-2.0	-2	-8	3	3	1
CC(=O)OC1CC(C)N(C(=O)c2ccccc2)c2ccc(C)cc21 (stereo not drawn)	-0.2	-91	-4	2.2	-2	-25	5	0	-1
CCCc1ccc(-c2cc(C(=O)Nc3ccc([N+](=O)[O-])cn3)c3ccccc3n2)cc1	1.0	-5	-49	-0.9	-2	12	2[fluorescence artefact?]	4	2
NS(=O)(=O)c1ccc(NC(=O)COC(=O)COc2cccc(C(F)(F)F)c2)cc1	0.5	-6	4	-1.2	7	1	-1	1	-3
CN1CCC(NC(=O)c2cccs2)CC1	0.2	-12	-3	2.4	-3	-9	1	0	-5
CC(NC(=O)COC(=O)Cc1ccsc1)C1CC2CCC1C2 (stereo not drawn)	0.6	-16	-3	2.9	4	6	-5	4	-2
CCNc1nc(-c2ccc(Cl)cc2)cs1	0.7	-4	-24	0.2	4	1	-4	4	2
CC(OC(=O)c1nsc(Cl)c1Cl)C(=O)NCc1ccco1 (stereo not drawn)	-0.9	-1	-4	-1.4	3	-3	-5[fluorescence artefact?]	2	2
Cc1ccc(N2C(=O)C3N=NN(CC(=O)N4N=C(c5ccccc5)CC4c4ccccc4)C3C2=O)cc1 (stereo not drawn)	0.9	2	-23	1.2	4	-7	-1	13	6
CC(=O)Nc1ccc(NS(=O)(=O)c2ccc(Cl)c(C(=O)O)c2)cc1	1.6	3	-2	-1.0	2	4	-1	6	2
O=C(CCCCCCN1C(=O)c2ccccc2C1=O)N1CCC(c2ccccc2)C1 (stereo not drawn)	-0.2	0	-3	-2.2	-1	-28	1[fluorescence artefact?]	4	2
CCOc1ccccc1N1CCN(C/C=C/c2ccc(N(C)C)cc2)CC1	-1.7	nt	-1	2.2	-1	-2	3[fluorescence artefact?]	0	-2
CC12CC3(C)CC(C)(C1)CC(C(=O)NC(=S)N1CCOCC1)(C2)C3	-1.4	-2	-3	-0.4	-3	-3	12	3	2
CCCn1c(CCc2ccccc2)nnc1SCC(=O)N1CCOCC1	0.4	-8	-6	0.5	-1	11	-1	5	0
Cc1nnc(SCCn2c(Br)nc3c2c(=O)[nH]c(=O)n3C)s1	0.1	-15	-9	2.2	0	-16	-1	4	3
Cc1cc(S(=O)(=O)N(Cc2ccc(C(C)C)cc2)CC2CCCO2)ccc1-n1cnnn1 (stereo not drawn)	-0.5	-7	-3	-2.8	4	13	-2	9	0
CCOC(=O)c1sc2nc3c(cc2c1N)COC(C)(CC)C3 (stereo not drawn)	-0.2	-38	-23	0.4	7	19	1	3	-2
Cc1c(C(=O)O)sc(=S)n1-c1ccc(Cl)cc1	0.8	-8	1	-0.1	0	-8	1	5	-1

Sorted by value in S1P4 antag (low to high): some entries from above
smiles | S1P4 antag
CC(C)c1nc2ccc(Br)cn2c1NC1CCCC1 | -6
CC(OC(=O)c1nsc(Cl)c1Cl)C(=O)NCc1ccco1 (stereo not drawn) | -4
CC(=O)Nc1ccc(NS(=O)(=O)c2ccc(Cl)c(C(=O)O)c2)cc1 | -2
